GPR35 arrestin U2OS: inhibition of zaprinast-stimulated GPR35 beta-arrestin translocation – imaging, U2OS, beta-arrestin-GFP, zaprinast agonist, primary screen (AID 2058). U2OS GPR35 beta-arrestin-GFP translocation imaging, zaprinast antagonism; higher % means a stronger effect. 0.052% of 290,000 active. inhibition, % at 10 µM; hits with a dose series show IC50 in µM;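 active = inhibition of at least 50% with at least 30 cells and total cytoplasm GFP at most 10,000,000; inconclusive = under 30 cells or total GFP of 10,000,000 plus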
NS5 inhibitors: Dengue-2 NS5 methyltransferase inhibitors, primary screen, biochemical, confirmation dose response (AID 588689). Dengue-2 NS5 methyltransferase capping enzyme assay, biochemical; higher % means a stronger effect. one-dose inhibition, % at 25 µM; IC50 in µM for titrated hits. 0.3% of 340,000 active; in the data active = a potency from the dose series; inconclusive = inhibition above about 29% without an active follow-up result
GPR55 activation: selective activators of receptor GPR55 – imaging, U2OS cells, beta-arrestin-GFP redistribution, primary screen (AID 1961); U2OS GPR55 beta-arrestin-GFP redistribution imaging; higher % means a stronger effect; activation, % at 10 µM; hits with a dose series show EC50 in µM; 0.048% of 290,000 active;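 active = activation above 40% with more than 50 cells counted in the well; inconclusive = wells holding fewer than 50 cells, flagged as toxic or sparse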;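 note: U2OS osteosarcoma cells stably expressing GPR55 and beta-arrestin-GFP; plate controls were DMSO negative control for no effect and LPI positive control for full effect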
HIV peptide binding: cell-free HIV fusion peptide-binding blockers – biochemical, uHTS, fluorescence dequenching, primary screen (AID 1986); cell-free peptide binding, fluorescence dequenching, 30 min; higher % means a stronger effect; inhibition, % at 20 µM, or IC50 in µM where a hit was titrated; 0.3% of 290,000 active; in the data active = inhibition mostly above about 52%, no sharp cut-off; inactive = mostly below about 76%; note: some results filed as inactive read as strong as hits
SIAH1 antagonists: blockers of Siah-1 interaction with plectin peptide – biochemical, fluorescence polarization, rhodamine-plectin, uHTS, primary screen (AID 1817); Siah-1 / rhodamine-plectin peptide fluorescence polarization; higher % means a stronger effect; one-dose displacement, % at 20 µM; IC50 in µM for titrated hits; 0.02% of 290,000 active;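 active = displacement of at least 50% at 20 µM, with a fluorescence ratio check between 0.3 and a set limit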;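 note: plate controls were Siah plus tracer with DMSO for no effect and tracer alone without Siah for full effect; strong numbers were not always called active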
AID2073: disruptors of CaV2.2 binding to Mint1 – biochemical, HTRF (AID 2073); HTRF protein-protein interaction, Mint1-CaV2.2; higher % means a stronger effect; 0.19% of 290,000 active; inhibition, % at 20 µM; hits with a dose series show IC50 in µM; in the data active = inhibition mostly above about 51%, no sharp cut-off; inconclusive = no clear call, values can overlap the other calls; inactive = mostly below about 53%; note: some results filed as inactive read as strong as hits
GPR55 antagonists: inhibition of LPI-stimulated GPR55 beta-arrestin translocation – imaging, U2OS, beta-arrestin-GFP, LPI agonist, primary screen (AID 2013); U2OS GPR55 beta-arrestin-GFP translocation imaging, LPI antagonism; higher % means a stronger effect; 0.13% of 290,000 active; one-dose inhibition, % at 10 µM; IC50 in µM for titrated hits;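 active = spots per cell inhibited over 60%, with over 100 cells counted and total cytoplasm intensity under 500,000; inconclusive = wells with under 100 cells, flagged as likely toxic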;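 note: U2OS cells stably carrying GPR55 and arrestin-GFP stimulated by 5 µM LPI near EC80; imaged beta-arrestin-GFP aggregate spots per cell after agonist stimulation; plate controls were LPI-stimulated DMSO wells for no effect and DMSO wells without LPI for full effect; some results filed as inactive read as strong as hits; confirmed hits need IC50 under 10 µM and bright autofluorescent wells are also inconclusive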
NTR1 agonist: NTR1-driven beta-arrestin-GFP spot formation – imaging, U2OS cells, high content, primary screen (AID 493036); P30989; agonist mode; activation, % at 20 µM; 0.17% of 330,000 active;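 active = activation at or above 40% of the spot to cytoplasm intensity ratio, with at least 20 cells analyzed; inconclusive = wells under 20 cells, flagged as cytotoxic or low count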;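 note: 0% = DMSO without peptide and 100% = 100 nM NTR1 peptide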
Target sequence (P30989 whole entry, looked up): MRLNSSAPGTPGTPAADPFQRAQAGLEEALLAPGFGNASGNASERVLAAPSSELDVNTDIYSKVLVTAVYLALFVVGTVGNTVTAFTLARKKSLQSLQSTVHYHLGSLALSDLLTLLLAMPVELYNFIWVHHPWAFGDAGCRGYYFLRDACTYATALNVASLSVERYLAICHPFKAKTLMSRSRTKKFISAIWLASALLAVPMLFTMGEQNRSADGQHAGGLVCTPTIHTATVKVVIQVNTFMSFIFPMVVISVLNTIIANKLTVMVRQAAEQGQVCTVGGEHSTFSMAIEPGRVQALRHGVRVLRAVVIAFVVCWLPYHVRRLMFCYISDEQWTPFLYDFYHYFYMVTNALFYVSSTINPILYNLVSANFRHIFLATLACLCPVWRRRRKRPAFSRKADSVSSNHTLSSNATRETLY
UTI89 phage lysis: inhibition of K1F phage lysis, E. coli UTI89, bacterial capsule biogenesis inhibitors, alamar blue (AID 488966); E. coli UTI89 K1F phage lysis, alamar blue, 2 h; higher % means a stronger effect; inhibition, % at 100 µM; hits with a dose series show IC50 in µM; 0.02% of 340,000 active;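 active = phage lysis inhibition, versus mean bacterial control, above a set limit; inconclusive = no clear call, values can overlap the other calls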;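 note: capsule biogenesis inhibitors block K1F phage lysis so surviving cells raise fluorescence; higher fluorescence means more inhibition of phage lysis; actives were called in the ten point dose series up to 300 µM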
NTR1 agonist cell count 20 µM: recorded beside NTR1 agonist, whose call it bears; cell count; measured here: cell count, cytotoxicity flag
NS5 inhibitors pilot replicate: also measured in NS5 inhibitors; calls as there; inhibition, %; measured here: pilot screen replicate inhibition
* = called active by the depositor; u = inconclusive; x = not tested or not shown; [ ] = dose if it differs, or a comment. No enrichment for hits; overall some 1.2% were active at least once.

SMILES | GPR35 arrestin U2OS | NS5 inhibitors | GPR55 activation | HIV peptide binding | SIAH1 antagonists | AID2073 | GPR55 antagonists | NTR1 agonist | NTR1 agonist cell count 20 µM | UTI89 phage lysis | others
COc1cc(NS(=O)(=O)c2ccc3[nH]c(=O)[nH]c3c2)cc(OC)c1 | -3.0% | 1.2% | -0.1% | 1.4% | -3.1% | 2.0% | -3.2% | 0.8 | 50 | -0.4%
Cc1ccc(C)c(OCCNc2ncccc2[N+](=O)[O-])c1 | -2.0% | -6.5% | -0.1% | 0.4% | 8.4% | 11.2% | -1.6% | 1.4 | 64 | 0.0% | NS5 inhibitors pilot replicate=-2.7
O=S(=O)(c1ccc2nc(SCc3ccc(Cl)cc3)[nH]c2c1)N1CCOCC1 | 13.5% | -8.7% | 0.2% | -0.4% | 0.9% | 14.2% | 1.1% | 5.4 | 54 | 3.3%
Cc1ccc(C(=O)NCCCN2CCOCC2)c(C)c1 | -6.8% | -3.2% | -0.2% | 0.1% | 3.1% | u | 3.7% | 0.5 | 54 | 0.2%
CSc1nccn1CC(=O)Nc1ccc(F)cc1 | 5.4% | -6.5% | 0.0% | -0.5% | 1.4% | 19.2% | 5.2% | 0.8 | 56 | 1.5%
O=C(Nc1ccc(Cl)cc1C(=O)NCC1CCCO1)c1ccco1 (configuration not stated) | 10.6% | 0.7% | 0.5% | 0.9% | 2.1% | 1.2% | 12.0% | 2.6 | 53 | 1.8%
O=CN1CCC(=O)N(Cc2ccccc2)c2ccccc21 | -4.0% | 7.7% | 0.0% | -0.2% | -0.5% | 12.6% | 5.0% | -1.8 | 88 | 0.2%
COc1ccc(N2CCN(Cc3cc(=O)oc4cc5c(cc34)CCCC5)CC2)cc1 | 1.7% | 5.4% | -0.3% | 0.8% | 10.2% | 0.0% | -7.8% | 5.7 | 49 | 0.5%
CC1C(c2ccccc2)N(C)C(c2ccccc2)C(C)C1(O)C#Cc1ccccc1 (configuration not stated) | 2.5% | -10.3% | -0.3% | -0.2% | -7.7% | 7.9% | 12.7% | 1.7 | 60 | 0.5%
CSc1nnc(-c2cc(Br)ccc2N=Cc2c(C)[nH]n(-c3ccccc3)c2=O)c(=O)[nH]1 | -14.4% | 14.1% | -0.2% | 25.2% | 0.6% | -3.7% | 4.0% | 2.6 | 93 | -2.3%
CC(C)NC(=O)NCCCCCCS(C)=O (configuration not stated) | -3.9% | -0.7% | 0.2% | -0.8% | -2.9% | -5.6% | 0.5% | 1.0 | 91 | 1.4%
Cc1ccc(C(=O)Nc2nnc(CC(=O)N/N=C/c3ccncc3)s2)cc1 | -3.3% | -11.8% | -0.2% | 7.9% | -2.7% | 24.8% | -6.3% | -0.1 | 87 | 0.2%
COc1cc2ccccc2cc1C(=O)Nc1nnc(-c2ccncc2)o1 | -4.0% | -7.8% | -0.1% | 1.2% | 3.3% | 3.2% | 13.4% | 0.3 | 35 | 0.2%
O=C(N/N=C/C(Cl)=C/c1ccccc1)c1cnccn1 | -3.0% | -0.8% | -0.3% | -0.8% | 0.9% | 10.2% | -5.6% | 0.0 | 85 | -0.7%
CCN(CC)CCN(C(=O)c1ccc2c(c1)OCCO2)c1nc2cc(C)cc(C)c2s1 | 13.3% | -4.5% | -0.1% | 0.4% | 11.7% | 9.5% | 9.6% | 5.1 | 59 | -0.4%
Cn1cccc1C(=O)NC(=O)COC(=O)CC12CC3CC(CC(Br)(C3)C1)C2 | 3.0% | -4.2% | 0.0% | 2.4% | 1.7% | 1.8% | -1.9% | 2.2 | 53 | 7.7%
Cc1cccc2cc(CN(CC3CCCO3)C(=O)c3ccco3)c(=O)[nH]c12 (configuration not stated) | -2.0% | -5.6% | 0.6% | -0.6% | -6.8% | -6.6% | 9.7% | 1.2 | 73 | -0.1%
O=C(Nc1ccc(Cl)cn1)c1cc2c(s1)-c1ccccc1OC2 | -3.0% | -4.6% | -0.2% | -2.0% | -1.6% | u | 6.8% | 1.5 | 65 | -0.4%[50 µM]
c1ccc(C(c2nnnn2Cc2ccco2)N2CCN(C3CCCC3)CC2)cc1 (configuration not stated) | -4.4% | -1.6% | 0.3% | 0.7% | 2.3% | 39.3% | 2.1% | -1.7 | 59 | 5.2%
Cc1sc2ncnc(N3CCCC(C)C3)c2c1C (configuration not stated) | -9.1% | 0.0% | -0.1% | 0.7% | 2.8% | -6.1% | 5.7% | 2.2 | 50 | 0.1%

Three structures from above, sorted by molar mass, smallest number first.
SMILES | GPR35 arrestin U2OS | NS5 inhibitors | GPR55 activation | HIV peptide binding | SIAH1 antagonists | AID2073 | GPR55 antagonists | NTR1 agonist | NTR1 agonist cell count 20 µM | UTI89 phage lysis | others
CC(C)NC(=O)NCCCCCCS(C)=O (configuration not stated) | -3.9% | -0.7% | 0.2% | -0.8% | -2.9% | -5.6% | 0.5% | 1.0 | 91 | 1.4%
Cc1ccc(C(=O)Nc2nnc(CC(=O)N/N=C/c3ccncc3)s2)cc1 | -3.3% | -11.8% | -0.2% | 7.9% | -2.7% | 24.8% | -6.3% | -0.1 | 87 | 0.2%
c1ccc(C(c2nnnn2Cc2ccco2)N2CCN(C3CCCC3)CC2)cc1 (configuration not stated) | -4.4% | -1.6% | 0.3% | 0.7% | 2.3% | 39.3% | 2.1% | -1.7 | 59 | 5.2%

(list continues)
SMILES | GPR35 arrestin U2OS | NS5 inhibitors | GPR55 activation | HIV peptide binding | SIAH1 antagonists | AID2073 | GPR55 antagonists | NTR1 agonist | NTR1 agonist cell count 20 µM | UTI89 phage lysis | others
CCOc1ccc(CCNC(=O)c2nnn(CC(=O)Nc3ccccc3C)c2N)cc1OCC | 16.3% | 0.0% | 0.4% | 1.8% | 1.5% | 2.3% | 3.2% | 0.1 | 58 | 0.1%
CCOc1ccccc1C1C(C#N)=C(N)N(N(C)C)C2=C1C(=O)CCC2 (configuration not stated) | -1.4% | -6.5% | 0.3% | -2.1% | 10.8% | -16.0% | 10.5% | 1.4 | 102 | 0.1%
CCC(CC)c1nnc(NC(=O)c2ccc(N3CCCC3=O)cc2)s1 | -0.7% | -0.3% | 0.3% | 2.3% | -1.3% | 15.6% | 7.7% | -1.6 | 38 | 4.5%
COc1ccccc1N1CCN(C(=O)COc2ccc(C)cc2Br)CC1 | -9.5% | -5.7% | -0.1% | -3.1% | 2.2% | 6.6% | 3.5% | 3.2 | 62 | 5.7%
CCc1nnc(NC(=O)CSc2nccn2-c2ccccc2)s1 | 9.3% | 0.0% | -0.2% | 1.4% | -2.6% | -14.4% | -7.5% | 0.3 | 82 | 1.3%[50 µM]
CCOC(=O)C(=CNc1cc(C)ccn1)C(=O)OCC | 6.3% | -2.9% | -0.2% | 1.5% | 2.5% | 3.7% | -4.8% | -0.9 | 51 | 5.0%
O=C(CN1CCCCC1)NC(=O)NCc1ccccc1 | -2.5% | -5.2% | 0.2% | 0.6% | -7.0% | 7.2% | 14.3% | -1.3 | 59 | 0.1%
COCCNC(=O)CCSCc1ccccc1F | -9.6% | -2.4% | 0.0% | -1.4% | -1.5% | 1.6% | 3.9% | 1.2 | 55 | -0.6%[50 µM]
CCOc1cccc2cc(C(=O)NCc3ccc(C)cc3)c(=N)oc12 | 0.4% | -2.6% | -0.1% | -3.3% | -0.7% | 6.6% | -2.0% | 23.6 | 68 | 0.8%[50 µM]
CC(OC(=O)c1cc2sccc2n1C)C(=O)NCc1cccs1 (configuration not stated) | 3.7% | -2.0% | 0.6% | -0.5% | 2.6% | 3.3% | 0.9% | 0.4 | 66 | 6.5%
CN(CCCOc1ccccc1Br)Cc1ccccc1 | -26.5% | -4.5% | -0.1% | -1.2% | 6.2% | -3.2% | 19.7% | -1.3 | 48 | 10.6%
Cc1ccc(-n2c(-c3c(-c4ccccc4)noc3C)n[nH]c2=S)cc1 | 9.0% | -11.6% | 0.0% | 0.3% | 1.1% | -3.5% | 1.7% | 2.8 | 48 | -0.6% | NS5 inhibitors pilot replicate=-7.8
Cc1cccc(/C=C2\CCC(C3CCCC3)C2=O)c1 (configuration not stated) | -7.5% | -3.2% | 0.3% | 1.6% | 4.4% | 17.9% | 12.7% | 2.5 | 53 | 1.2%[50 µM]
Nc1[nH]nc2nc(N3CCOCC3)nc(-c3ccccc3)c12 | 3.9% | -0.8% | -0.1% | 1.1% | -3.1% | -5.6% | 6.0% | -0.5 | 91 | -0.7%
COc1ccc(CCNS(=O)(=O)c2ccc(C(=O)NCc3ccco3)cc2)cc1OC | -6.4% | -4.2% | 0.2% | -0.5% | 1.0% | -4.8% | -9.7% | -0.3 | 59 | 0.2%
Cc1cccc(N2CCN(C(=O)COc3cccc4c3OC(C)(C)C4)CC2)c1C | -0.6% | -5.4% | -0.1% | -1.1% | -2.3% | 3.0% | 0.6% | 5.8 | 86 | 0.0%
Fc1ccc(C2=Nn3c(nnc3-c3ccco3)SC2)cc1 | -0.9% | 0.0% | -0.1% | 0.4% | -2.0% | 3.3% | 7.4% | 0.2 | 51 | -1.0%
COc1cccc(NC(=O)NC2CCCc3ccccc32)c1 (configuration not stated) | 0.0% | 0.0% | -0.2% | 3.8% | 4.4% | 10.8% | 1.3% | -1.1 | 65 | 0.1%
CCOC(=O)c1sc2nc3c(SCCC(=O)O)cc(C(=O)c4cc(OC)ccc4O)cn3c(=O)c2c1C | -14.4% | -11.6% | 0.3% | 16µM* | -16.1% | 8.15µM* | 1.1% | x | x | 0.2%
CC1CCCC(NC(=O)COC(=O)c2c[nH]c(=O)[nH]c2=O)C1C (configuration not stated) | 2.1% | -1.7% | -0.1% | -2.9% | 5.9% | 17.6% | 3.8% | 0.6 | 36 | -0.1%
COc1ccc(C)cc1NC(=O)C1CCN(S(C)(=O)=O)CC1 | 4.2% | 0.8% | 0.5% | 1.0% | 1.3% | 8.8% | -1.2% | 0.4 | 71 | -0.3%
CCCC1=C(C(=O)OCC)C(c2ccc(OC)c(C)c2OC)C(C#N)=C(N)O1 (configuration not stated) | 4.0% | -2.2% | 0.2% | -3.8% | 2.3% | -16.8% | 45.0% | 1.0 | 39 | -1.6%
Cn1nc(C(=O)Nc2cccc(C(F)(F)F)c2)c2ccccc2c1=O | -13.0% | -4.5% | -0.3% | -0.1% | 2.3% | -5.7% | 11.4% | 3.1 | 81 | 0.2%
